# High-throughput results as filed in PubChem.
# STK33 kinase inh = inhibitors of purified STK33 kinase, primary screen, biochemical, ADP-Glo luminescence, homogeneous, cell-free | MBP phosphorylation | actives 0.073% (n = 320,000) | inhibition, % at 10 µM | AID 2661, 2010 | Serine/threonine-protein kinase 33 (Homo sapiens), Q9BYT3;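 active = inhibition at or above 25%, using the most active replicate where run in duplicate; inactive = inhibition below 25%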
# Target sequence (Q9BYT3 whole entry, looked up): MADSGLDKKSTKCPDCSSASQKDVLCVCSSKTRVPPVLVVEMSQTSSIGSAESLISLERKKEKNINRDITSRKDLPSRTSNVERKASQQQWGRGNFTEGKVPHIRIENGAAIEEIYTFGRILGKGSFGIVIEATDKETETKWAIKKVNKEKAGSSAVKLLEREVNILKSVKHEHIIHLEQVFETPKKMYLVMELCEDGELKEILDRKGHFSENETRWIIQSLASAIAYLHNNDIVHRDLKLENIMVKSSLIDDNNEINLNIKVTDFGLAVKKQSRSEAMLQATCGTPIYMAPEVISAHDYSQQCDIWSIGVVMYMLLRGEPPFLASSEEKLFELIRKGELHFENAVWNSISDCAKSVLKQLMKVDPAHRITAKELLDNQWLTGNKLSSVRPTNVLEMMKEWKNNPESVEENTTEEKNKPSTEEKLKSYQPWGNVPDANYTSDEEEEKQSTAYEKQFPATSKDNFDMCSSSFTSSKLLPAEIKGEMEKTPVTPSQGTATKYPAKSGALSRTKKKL
# OX1R FRET antag = antagonists of human orexin 1 receptor (OX1R) | Orexin/Hypocretin receptor type 1 (Homo sapiens), O43613 | actives 1.8% (n = 330,000) | inhibition, % at 6.6 µM | OX1R-expressing cells, FRET antagonist read-out; in the data active = inhibition mostly above about 38%, no sharp cut-off; inactive = mostly below about 40%;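 note: 0% = agonist challenge alone and 100% = reference antagonist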
# Target sequence (O43613 whole entry, looked up): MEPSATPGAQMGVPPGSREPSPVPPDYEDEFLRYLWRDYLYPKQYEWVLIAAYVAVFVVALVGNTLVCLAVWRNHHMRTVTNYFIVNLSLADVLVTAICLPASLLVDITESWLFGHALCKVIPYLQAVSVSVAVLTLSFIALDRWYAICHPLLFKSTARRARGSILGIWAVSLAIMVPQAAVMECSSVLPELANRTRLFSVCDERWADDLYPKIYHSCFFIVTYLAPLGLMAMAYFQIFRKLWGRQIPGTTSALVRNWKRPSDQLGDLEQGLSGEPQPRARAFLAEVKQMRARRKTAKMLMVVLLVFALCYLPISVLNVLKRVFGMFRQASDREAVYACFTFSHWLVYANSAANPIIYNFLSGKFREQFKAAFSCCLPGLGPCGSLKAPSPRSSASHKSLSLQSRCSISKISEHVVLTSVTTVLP
# Starred values were filed as active, the others as inactive; / = no result given.
# Screens in order – STK33 kinase inh	OX1R FRET antag
> CCOC(=O)C(NC(=O)OC(C)C)(Nc1nccs1)C(F)(F)F (configuration not stated)
 : 0.4	2.5
> COCCN1C(=O)N[C@@H](c2ccccc2)C(C(=O)OC)=C1C
 : -0.8	25.8
> Cc1cccc(OCCCCNCc2ccccc2)c1
 : -1.0	20.2
> CC1CC(C)CN(C(=O)C2CCN(S(=O)(=O)c3cccc4cccnc34)CC2)C1 (configuration not stated)
 : 2.3	9.1
> CC(C)CCNC(=O)C1CC(=O)N(CCc2ccccc2)C1 (configuration not stated)
 : -1.1	-5.5
> CC(C)(C)n1nnnc1C(c1ccc(Cl)cc1)N1CCCc2ccccc21 (configuration not stated)
 : -0.8	14.8
> O=C(NC1CCCCC1)c1ccc(COCC(F)(F)F)o1
 : -1.2	-0.1
> CCN(CC)CC(=O)N1CCCC(C(=O)c2ccccc2OC)C1 (configuration not stated)
 : -1.8	1.2
> O=C(O)c1ccccc1/C=N/NC(=S)NC1CCCCC1
 : 0.1	1.7
> Cc1ccc(C)c(N2N=C(C(=O)Nc3ccccc3N3CCOCC3)CCC2=O)c1
 : -0.8	-0.4
> COc1cccc(C2CC(=O)N3CN(c4ccccc4F)CSC3=C2C#N)c1 (configuration not stated)
 : -0.9	10.7
> COC(=O)CSc1nc(-c2ccc(C)cc2)c2c(c1C#N)CCCC2
 : -1.0	35.9
> Nc1nonc1C(=O)N/N=C\c1cc2c(cc1Cl)OCO2
 : -0.8	/
> Cn1c(SCC(=O)n2c3c(c4ccccc42)CCCC3)nnc1-c1ccccc1
 : -1.2	12.8
> Cc1ccc(SCc2nc(-c3ccccn3)no2)cc1
 : -1.6	17.6
> CN(C)CCOC(=O)NC12CC3CC(CC(C3)C1)C2
 : -1.7	12.9
> CSCCC(NC(=O)c1ccc([N+](=O)[O-])cc1Cl)C(=O)OCC(=O)N(C)C (configuration not stated)
 : 0.2	50.6
> COc1ccc(CCNC(=O)Cn2c(=O)n(CC3CCCO3)c(=O)c3ccccc32)cc1OC (configuration not stated)
 : 0.3	7.5
> Fc1ccc(-c2nc3c(-c4ccccc4)cnn3cc2CCN2CCOCC2)cc1
 : 2.9	26.1
> O=S(=O)(Nc1nc2ccccc2nc1N1CCN(CCO)CC1)c1cc(F)ccc1F
 : -0.1	3.6
> CCN(Cc1cc2ccccc2[nH]c1=O)C(=O)C(C)C
 : -0.1	33.5
> COc1ccc(-c2c[n+]3c(n2-c2ccccc2)CCCCC3)cc1
 : -1.2	12.5
> COC(=O)c1ccc(Sc2ccccc2NS(=O)(=O)c2ccc(NC(C)=O)cc2)nc1
 : 0.2	17.0
> O=[N+]([O-])c1cnccc1Nc1ccc(F)cc1
 : -1.3	127.2*
> CCOC(=O)c1ccc(NC(=S)N2CCSC2c2ccc(Br)cc2)cc1 (configuration not stated)
 : -1.1	3.6
> CCOC(=O)c1ccc(S(=O)(=O)n2c(CN3CCCCC3)nc3ccccc32)cc1
 : -0.3	20.8
> CC(Oc1ccccc1)c1nnc(N)s1 (configuration not stated)
 : 0.2	12.7
> CCOc1ccc(CCNC(=O)Cc2ccc(S(=O)(=O)N3CCOCC3)s2)cc1OCC
 : -1.2	27.7
> Cc1ccccc1NC(=O)N1CCc2ccccc2C1
 : -0.7	7.6
> COC(=O)N/N=C/c1ccc(-c2ccc(C)c(Cl)c2)o1
 : -0.3	7.8
> CC1=CC(C)(C)N2C(=O)C3(SCC(=O)N3c3ccc(O)cc3)c3cc(C)cc1c32 (configuration not stated)
 : 0.7	-1.0
> O=C(O)Cc1ccc(OCc2ccc(Cl)nc2)cc1
 : -0.6	15.8
> COc1ccccc1C(=O)NC(CCSC)C(=O)OCC(=O)N1CCCC1=O (configuration not stated)
 : -0.2	5.6
> O=C(NC1CCCCCC1)c1cc(S(=O)(=O)N2CCOCC2)ccc1N1CCCCC1
 : 0.0	12.2
> C=CCNC(=S)Nc1ccc(OC)c(S(=O)(=O)N2CCOCC2)c1
 : -2.1	10.8
> Cc1cc(C=O)c(C)n1-c1cc(C(=O)O)cc(C(=O)O)c1
 : -1.0	18.2
> O=S(=O)(N[C@H](CO)Cc1ccccc1)c1ccc(Br)cc1F
 : /	-1.2
> Cc1ccc(C(=O)OCC(=O)NCc2ccc(Cl)cc2Cl)o1
 : -0.6	9.3
> CCOc1ccccc1/C=N/NC(=O)c1nnn(-c2nonc2N)c1CN1CCCC1
 : 1.1	-5.5
> CC(C)NC(=NCc1ccc(Cl)cc1Cl)Nc1ccccc1
 : -0.1	15.2
> CC(C)(C)OC(=O)N1CCC[C@H]1c1nnc(SCc2ccccc2F)o1
 : -0.4	13.9
> Cc1ccc2oc(=O)c(/C=C(\O)c3ccco3)nc2c1
 : -2.0	1.8
> O=S(=O)(NC1CCCCC1N1CCN(c2ccc(F)cc2)CC1)c1ccc(Cl)cc1 (configuration not stated)
 : -3.4	25.6
> O/N=C/c1cn(-c2ccc(Cl)cc2)nn1
 : 6.2	13.9
> Cc1c(N(C)CS(=O)(=O)O)c(=O)n(-c2ccccc2)n1C
 : -3.1	10.6
> COc1ccc(Cl)cc1NC(=O)CCn1cnc2ccccc2c1=O
 : -0.8	30.7
> O=C(CN1CCC(NC(=O)c2ccc(F)cc2)CC1)NCc1ccccc1F
 : -1.2	10.6
> Cc1cc(C)n(C(=O)COc2ccccc2C)n1
 : -0.8	12.4
> Cc1ccc(-c2cc(-c3ccc(Cl)cc3)c(C#N)c(N)n2)o1
 : -2.1	1.9
> CC(=O)c1c(C)[nH]c(C(=O)Nc2ccc(Cl)c(S(=O)(=O)N(C)C)c2)c1C
 : -0.3	7.0
> C/C(Cn1nnc([N+](=O)[O-])n1)=N\NC(=O)c1ccc(C)cc1
 : -1.0	27.4
> CN(CCc1ccccn1)C(=S)Nc1ccc(Cl)cc1Cl
 : -1.6	12.4
> COC(=O)c1cc(C(=O)N2CCOCC2)cc([N+](=O)[O-])c1
 : /	76.8*
> CC(=O)Nc1nc(SCC(=O)NCC2CCCO2)[nH]c(=O)c1NC(=O)c1cccs1 (configuration not stated)
 : 1.0	11.8
> CCN1CCN(C(=O)C2c3cc(OC)c(OC)cc3C(=O)N(C)C2c2ccc(SC)cc2)CC1 (configuration not stated)
 : -1.2	15.5
> OCCC1CN(Cc2cnn(-c3ccc(F)cc3)c2)CCN1Cc1ccsc1 (configuration not stated)
 : -1.7	19.8
> O=C(CCc1ccccn1)NC1CCCc2c1cnn2-c1ccc(F)cc1F (configuration not stated)
 : -0.7	18.3
> CCC1CCCCN1CC(O)Cn1c2ccccc2n2c(=O)cc(C)c(C#N)c12 (configuration not stated)
 : -0.3	22.5
> CC(=O)Nc1ccc(OCCC[n+]2cccc(C(=O)[O-])c2)cc1
 : -0.5	5.6
> COc1ccc(N2CCN(C(=O)c3ccc(S(=O)(=O)NCc4ccco4)cc3)CC2)cc1
 : 0.8	3.8

# Remaining list, next part:
# Screens in order – STK33 kinase inh	OX1R FRET antag
> CCOC(=O)C1=CNS(=O)(=O)NC1c1ccccc1 (configuration not stated)
 : /	4.3
> COc1ccc(C(=O)N2CCCC(c3nc(-c4cccs4)no3)C2)cc1OC (configuration not stated)
 : -0.1	6.3
> COc1cc(CN2CCN(c3ccccc3C)CC2)cc([N+](=O)[O-])c1O
 : 0.4	30.4
> COc1ccc(C2(O)C(=O)Nc3ccccc32)cc1 (configuration not stated)
 : 0.4	14.6
> CCOC(=O)c1ccc(NC(=O)CN2C(=O)CSC(C)C2=O)cc1 (configuration not stated)
 : -1.1	12.8
> O=C(COC(=O)c1ccccc1[N+](=O)[O-])Nc1cc(S(=O)(=O)N2CCOCC2)ccc1N1CCCC1
 : -1.5	6.2
> COc1ccccc1C(=O)Nn1c(C)nc2ccccc2c1=O
 : -3.5	1.9
> Cc1ccc(NC(=O)c2ccc(CNc3c(N4CCC(C)CC4)c(=O)c3=O)cc2)cc1
 : 0.1	-0.3
> CCOC(=O)c1c(NC(=O)CSc2nnc(-c3c[nH]c4ccccc34)n2CCOC)sc2c1CCCC2
 : -3.0	40.7*
> O=C(Nc1ccc(F)cc1)c1cccc(N2C(=O)C3C4C=CC(C4)C3C2=O)c1 (configuration not stated)
 : -1.3	14.4
> COc1ccc(/C(C)=N/NC(=O)CNC(=O)/C=C\c2ccccc2)c(OC)c1
 : 10.4	23.1
> CCCc1nn2c(=O)cc(CSCC(=O)Nc3ccccc3OC)nc2s1
 : -1.5	8.5
> CC(C)(C)C1CCc2c(C(=O)NNC(=O)CCCC(=O)O)csc2C1 (configuration not stated)
 : 0.8	19.4
> O=C(Nc1ccccc1C(F)(F)F)N1CCN(C(c2ccccc2)c2ccccc2)CC1
 : 0.1	8.9
> Nc1ccc(C(=O)OCC(=O)Nc2ccc([N+](=O)[O-])cc2C(F)(F)F)cc1
 : -1.3	19.1
> Cc1ccc(Cn2c(=O)c3c(ncn3C)n(C)c2=O)cc1
 : 0.1	23.4
> CC(C)(C)NC(=O)CN(Cc1ccc(F)cc1)C(=O)Cn1nnc(-c2ccc(F)cc2)n1
 : -0.8	6.0
> CC(C)C[C@H](NC(=O)Nc1ccc2c(c1)OCCO2)C(=O)O
 : -1.9	22.3
> COC(=O)CN(c1ccc(C)cc1)S(=O)(=O)c1c(C)[nH]c(=O)[nH]c1=O
 : 0.7	16.2
> COC(=O)c1ccccc1C(=O)N1CCCC(CNC(=O)c2ccc(F)cc2)C1 (configuration not stated)
 : -0.3	6.3
> CSc1n[nH]c(/N=C/c2oc(O)c3ccccc23)n1
 : 1.6	10.9
> O=C(COC(=O)c1ccc(Br)o1)Nc1cccc(S(=O)(=O)N2CCCCCC2)c1
 : -0.5	11.8
> Cc1ccc(NC2=NCC(=O)N2C2CCCC2)c(C)c1
 : 1.0	10.3
> COc1ccc(OC)c(NC(=O)c2cc3oc4ccccc4c3cc2O)c1
 : -3.3	35.1
> O=C(CCN1C(=O)/C(=C/c2ccc(Cl)cc2)SC1=S)NC1C=CS(=O)(=O)C1 (configuration not stated)
 : 0.7	-1.9
> COc1cc(OC)cc(C(=O)NC(=S)NNC(=O)Cc2cccs2)c1
 : -0.3	6.0
> CCc1c(C)sc(NC(=S)Nc2nc(C)cc(C)n2)c1C(=O)OC
 : 1.2	36.8
> O=C(CNC(=O)C1CCCCC1)OCc1cc(=O)oc2ccc3ccccc3c12
 : -0.8	5.6
> COc1ccc(-n2cnnc2SCC(=O)c2cc(C)n(Cc3cccs3)c2C)cc1
 : 0.0	34.2
> CC(C)c1ccc(NC(=O)COC(=O)/C=C/c2cccc([N+](=O)[O-])c2)cc1
 : 0.2	25.2

# Individual results from above:
# Value of `CCOC(=O)C1=CNS(=O)(=O)NC1c1ccccc1` (configuration not stated) in OX1R FRET antag: 4.3
# Value of `COc1cc(CN2CCN(c3ccccc3C)CC2)cc([N+](=O)[O-])c1O` in STK33 kinase inh: 0.4
# Value of `COc1ccc(OC)c(NC(=O)c2cc3oc4ccccc4c3cc2O)c1` in STK33 kinase inh: -3.3
# Value of `COc1ccc(-n2cnnc2SCC(=O)c2cc(C)n(Cc3cccs3)c2C)cc1` in STK33 kinase inh: 0.0
# Value of `O=C(Nc1ccccc1C(F)(F)F)N1CCN(C(c2ccccc2)c2ccccc2)CC1` in STK33 kinase inh: 0.1
# Value of `CC(C)c1ccc(NC(=O)COC(=O)/C=C/c2cccc([N+](=O)[O-])c2)cc1` in STK33 kinase inh: 0.2
# Value of `O=C(COC(=O)c1ccccc1[N+](=O)[O-])Nc1cc(S(=O)(=O)N2CCOCC2)ccc1N1CCCC1` in STK33 kinase inh: -1.5

# (further entries)
# Screens in order – STK33 kinase inh	OX1R FRET antag
> CNC(=O)Cn1nc(-c2ccc(C)c(S(=O)(=O)N(C)C)c2)c2ccccc2c1=O
 : -1.5	6.0
> COc1ccc(CCNC(=O)Cn2nnc(-c3cccs3)n2)cc1OC
 : -0.2	14.7
> COc1ccc(C(=O)NCC(=O)OCC(=O)Nc2ccc(C)c(S(=O)(=O)N(C)C)c2)cc1OC
 : 0.0	13.9
> CCOc1ccc(-n2cc(C(=O)N3CCC(C)CC3)c3cc(OC)c(OC)cc3c2=O)cc1
 : -1.0	9.6
> Cc1ccc(S(=O)(=O)Nc2c(C)nc3nc(C)[nH]n3c2=O)cc1
 : 0.2	15.2
> CCN1C[C@@H]2[C@@H]3C(=O)N(C)C(=O)[C@@H]3[C@](CC)(C(=O)OC)N2C1=NC
 : /	0.5
> O=C(OCc1nc2ccsc2c(=O)[nH]1)c1ccco1
 : -0.1	9.7
> O=C(NCc1ccco1)c1cc(-c2ccc(Cl)cc2)on1
 : 0.6	10.2
> Cc1nc(=O)c(-c2ccccc2)c(C)n1-c1cccc(C(=O)O)c1
 : 0.3	-2.6
> CC(C)(C)C1=Nn2c(nnc2C2CCCCC2)SC1
 : 1.0	14.3
> COc1ccc(/C=N/Nc2ccccc2)cc1Cn1nc(C)c([N+](=O)[O-])c1C
 : -0.7	10.6
> CC(=O)N1CCc2c(sc(NC(=O)C3CCCCC3)c2C(N)=O)C1
 : 0.1	5.9
> COc1ccc(NC(=O)C#Cc2ccccc2)cc1OC
 : -0.3	-2.1
> CC1CCCN(C(=O)NC2CC(=O)N(c3ccc4c(c3)OCCO4)C2)C1 (configuration not stated)
 : /	1.6
> CCCOc1ccc(C2c3c(oc4cc(C)c(C)cc4c3=O)C(=O)N2CCCN(C)C)cc1OCC (configuration not stated)
 : 0.0	8.3
> O=C(CCCOc1ccc(Cl)cc1Cl)N/N=C/c1ccccc1O
 : 0.2	19.6
> CCCS(=O)(=O)N1CCCC(C(=O)NCCc2ccccc2)C1 (configuration not stated)
 : 0.6	-3.3
> COc1ccc(C(=O)/C=C/c2ccc(OC)c(Cn3nnc4ccccc43)c2)cc1
 : 0.2	33.9
> COCC1CCN(C(=O)c2cc(COc3cc(C)c(Cl)c(C)c3)on2)C1 (configuration not stated)
 : -0.2	2.4
> CCOC(=O)CSc1nc2ccccc2c(=O)n1NC(=O)c1ccccc1
 : -0.9	12.5

# Two compounds picked at random from those above:
# Screens in order – STK33 kinase inh	OX1R FRET antag
> COc1ccc(CCNC(=O)Cn2nnc(-c3cccs3)n2)cc1OC
 : -0.2	14.7
> COc1ccc(NC(=O)C#Cc2ccccc2)cc1OC
 : -0.3	-2.1
